FXIa single inh = blocks human coagulation factor XIa activity; 33,000 compounds, 0.3% hits; purified human FXIa, fluorogenic AMC substrate cleavage; P03951; inhibition, % at 10 µM;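 active = inhibition above 40% in the primary screen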;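 also: 0% = enzyme without compound and 100% = blank wells lacking enzyme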
Target sequence (P03951 19-387 limits assumed): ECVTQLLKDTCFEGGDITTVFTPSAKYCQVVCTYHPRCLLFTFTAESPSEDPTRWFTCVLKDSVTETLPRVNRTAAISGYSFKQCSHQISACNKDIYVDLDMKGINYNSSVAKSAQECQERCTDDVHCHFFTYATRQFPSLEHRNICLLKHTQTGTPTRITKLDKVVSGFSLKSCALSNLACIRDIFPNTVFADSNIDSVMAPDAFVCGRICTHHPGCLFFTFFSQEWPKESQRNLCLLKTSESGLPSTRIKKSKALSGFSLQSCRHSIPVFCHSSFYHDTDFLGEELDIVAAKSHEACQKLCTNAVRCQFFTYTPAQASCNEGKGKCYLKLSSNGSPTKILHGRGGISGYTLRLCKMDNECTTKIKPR
Target sequence (P03951 388-625 limits assumed): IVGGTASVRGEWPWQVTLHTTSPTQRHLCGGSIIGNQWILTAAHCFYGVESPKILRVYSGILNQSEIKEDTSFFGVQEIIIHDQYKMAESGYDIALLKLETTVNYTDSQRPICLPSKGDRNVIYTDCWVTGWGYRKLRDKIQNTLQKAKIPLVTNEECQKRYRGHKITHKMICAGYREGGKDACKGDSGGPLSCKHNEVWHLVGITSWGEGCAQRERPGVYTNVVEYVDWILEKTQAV
FXIIa single = blocks human coagulation factor XIIa activity. purified human FXIIa, AMC substrate fluorescence, 2 h. inhibition, % at 10 µM. 33,000 compounds, 0.2% hits; in the data active = inhibition above about 30%;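 also: 0% = enzyme with vehicle only and 100% = no enzyme blank; many of its hits are not listed in these tables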
The depositor's hits bear a star. Only part of the results is shown, so the mix of outcomes need not match the whole.

FXIa single inh | FXIIa single | compound
-15 | 16 | CCCCSc1nc(NCc2ccco2)c2c3c(sc2n1)COC(C)(C)C3
1 | 10 | CC1(C)NC(=O)N(CCCCOc2ccc(Cl)cc2)C1=O
3 | 6 | CCOCCc1nnc(NC(=O)c2cc(OC)c(OC)c(OC)c2)s1
2 | -14 | Cc1cc(NS(=O)(=O)c2ccc(Cl)cc2)nn1CC(=O)NCc1ccco1
-4 | 11 | COc1cc(C2Nc3cc(Cl)c(S(N)(=O)=O)cc3S(=O)(=O)N2)cc(OC)c1OC (stereo not drawn)
1 | 6 | Cc1ccc(Cn2nc(C)c(NC(=O)c3cc(C)no3)c2C)cc1
3 | 11 | Cc1ccc(S(=O)(=O)O/N=C2\CCCc3ccccc32)cc1
-5 | 7 | CCn1c(SC)nnc1-c1sc2cc(Cl)ccc2c1Cl
11 | 7 | C[N+]12CCC(CC1)C(OC(=O)C(O)(c1ccccc1)c1ccccc1)C2 (stereo not drawn)
6 | 7 | O=C(c1ccccc1)c1cc2ccc(O)cc2oc1=O

The final 2 compounds of the part before lead into the next.
FXIa single inh | FXIIa single | compound
11 | 7 | C[N+]12CCC(CC1)C(OC(=O)C(O)(c1ccccc1)c1ccccc1)C2 (stereo not drawn)
6 | 7 | O=C(c1ccccc1)c1cc2ccc(O)cc2oc1=O
-2 | -5 | COC(=O)c1cccc(S(=O)(=O)N(Cc2ccco2)Cc2cc3cc(OC)c(OC)cc3[nH]c2=O)c1
-15 | -16 | N#Cc1c(N)n(CCc2ccc(F)cc2)c2nc3ccccc3nc12
4 | 8 | O=C(O)c1cc2cc(F)ccc2[nH]1
-5 | 8 | CC(=O)N1c2ccc3ccccc3c2C(C)CC12CCCCC2 (stereo not drawn)
0 | -20 | Oc1ccccc1CNc1cnc2ccccc2c1
-5 | 8 | CCOCCCNC(=O)C1CCC(CNS(=O)(=O)c2ccc(Cl)cc2)CC1 (stereo not drawn)
6 | 8 | COc1cccc(-c2nc(NC(C)C)c3ccccc3n2)c1O
-2 | -14 | O=C(O)CCC1COc2ccccc2O1 (stereo not drawn)
0 | 6 | O=C(COC(=O)C1CC2C=CC1C2)NCc1ccco1 (stereo not drawn)
6 | 8 | COc1ccc(-c2nnn(CCC(=O)O)n2)cc1
-1 | -11 | Cc1cc(C)nc(N2CCN(c3ncnc4c3cnn4Cc3ccc(Cl)cc3Cl)CC2)n1
5 | 4 | CC(C)n1nnnc1C(c1ccc(F)cc1)N1CCN(C2CCCC2)CC1 (stereo not drawn)
1 | 10 | COc1ccc(C2C(C(=O)c3ccco3)=C(O)C(=O)N2CCc2ccccc2)cc1OC (stereo not drawn)
6 | 3 | O=C(NCCCN1CCCCC1)c1ccc2c(c1)NC(=O)C(N1CCOCC1)S2 (stereo not drawn)
9 | 11 | Cc1sc2ncn(CC(=O)NCC(=O)N(C)C3CCCCC3)c(=O)c2c1C
3 | 7 | O=C(NCC1CCCO1)c1ccccc1 (stereo not drawn)
-8 | -3 | CCCSc1nnc(Nc2ccccc2C)s1
0 | 11 | CC(=O)Nc1cc(C(=O)N2CCN(C)CC2)ccc1S(=O)(=O)c1ccc(C)cc1
15 | -7 | O=C(Cc1cccs1)Nc1nnc(Cc2ccc(F)cc2)s1
-5 | 5 | CCOc1ccc(OCC)c(NC(=O)CSCC(=O)O)c1
-13 | 6 | Cc1ccc(O)c(-c2cc(-c3ccccc3F)[nH]n2)c1
-3 | 4 | CCNC(=O)CC1SC(=Nc2ccc(C)cc2)N(CC)C1=O (stereo not drawn)
24 | -14 | CCOc1ccc(S(=O)(=O)NCCCN2CCOCC2)cc1
-2 | -6 | CCOC(=O)c1ccc(NC(=O)CN2C(=O)C3C4C=CC(C4)C3C2=O)cc1 (stereo not drawn)
4 | 4 | Cc1cccc(OCc2n[nH]c(=S)o2)c1
2 | 5 | O=C(c1ccc(F)cc1)N1CCN(Cc2ccccc2Br)CC1
5 | -15 | N#Cc1c(NC(=O)c2ccccc2)sc2c1CCCCC2
-4 | 5 | COC(=O)[C@H](CCSC)NC(=O)N1CCC(C)CC1
-8 | 5 | COCCNc1c2c(nc3c(-c4ccccc4)c(C)nn13)CCCC2
-2 | 7 | CCc1nc(NCCN2CCOCC2)c(C#N)c2c1CCCC2
4 | 7 | O=C(COc1ccccc1)N1CCN(S(=O)(=O)c2ccc(Cl)cc2)CC1
32 | 8 | COc1ccc2[nH]c(=O)c(CN(CCO)S(=O)(=O)c3c(C)ccc4nsnc34)cc2c1
-1 | 12 | CCCC(O)(c1ccc(OC)cc1)C(CN(C)C)c1ccccc1 (stereo not drawn)
-3 | 9 | COc1ccc(Cl)cc1-n1c(C)cc(C=O)c1C
-5 | 14 | Cc1nc(-c2cccc(NS(=O)(=O)c3cccc4ccccc34)c2)cs1
-1 | 6 | Cc1nn(-c2ccccc2)c(C)c1C(=O)OCC(=O)NC(=O)NC1CCCC1
-3 | 1 | Cc1cc(NS(=O)(=O)c2ccc(NC(=O)CCc3ccccc3)cc2)no1
5 | 5 | CCOC(=O)c1[nH]c2c(c1C)C(=O)CC(c1ccc(OCC)c(OC)c1)C2 (stereo not drawn)
61* | 9 | O=C(NCc1ccccc1)C1CCCN(S(=O)(=O)c2cccc3nonc23)C1 (stereo not drawn)
-12 | 5 | Cc1nc2ccccc2c(=O)n1CCN1CCOCC1
-4 | 5 | CCOc1ccccc1C(=O)NC(C(=O)OCC(=O)Nc1nnc(-c2ccccc2)o1)C(C)C (stereo not drawn)
0 | -3 | CC(C)c1nc(SCC(=O)Nc2cccc(S(N)(=O)=O)c2)n[nH]1
3 | -1 | COc1cc(OC)cc(-n2nnnc2SCC(=O)NC2CCCC2)c1
26 | -12 | Cc1ccnc(SCC(=O)Nc2sc3c(c2C#N)CCC(C(C)(C)C)C3)n1 (stereo not drawn)
3 | 3 | CCC1C(=O)N(c2nc(C)cc(C)n2)N=C1C (stereo not drawn)
-5 | 3 | Cc1nnsc1C(=O)Nc1cc(Cl)ccc1Cl
-7 | 1 | CCC(CCC(=O)Nc1ccc(S(N)(=O)=O)cc1)C(=O)O (stereo not drawn)
6 | 7 | O=S(=O)(Nc1ncnc2sc3c(c12)CCC3)c1ccc2ccccc2c1
2 | 4 | CC(C)NC(=O)COc1ncnc2sccc12
-4 | 5 | CCCCN1C(=O)C(CC(=O)NCC)SC1=Nc1ccccc1 (stereo not drawn)

Next part.
FXIa single inh | FXIIa single | compound
-3 | 1 | CCOc1ccc(S(=O)(=O)N2CCN(C(=O)c3sccc3C)CC2)cc1
6 | 6 | CCN1C(=O)CC(n2c(C)nc3ccccc32)C1=O (stereo not drawn)
-6 | 6 | COc1ccc(C(C[N+](=O)[O-])c2c(-c3ccccc3)cc3ccccn23)cc1 (stereo not drawn)
2 | -17 | O=C(CSc1nnc2scc(-c3ccccc3)n12)Nc1nsc(-c2ccccc2)n1
-54 | -13 | CCc1ccccc1OCc1nc2ccc(S(=O)(=O)N3CCOCC3)cc2[nH]1
5 | 7 | O=C1CC(N(C(=O)c2ccco2)c2cccc(Cl)c2)C(=O)N1c1cccc(Cl)c1 (stereo not drawn)
0 | 1 | CCC(=O)N1CCc2cc(S(=O)(=O)N3CCc4ccccc4C3)ccc21
4 | 4 | COc1ccccc1N1CCN(CC(O)COc2cccc3ccccc23)CC1 (stereo not drawn)
-2 | 6 | CC(C)CNC(=O)c1ccccc1-c1ccccc1C(=O)O
-4 | -3 | O=C(NCc1ccco1)C1CC2CCC1C2 (stereo not drawn)
1 | 7 | CC(C)CCC1CC(CSC(=N)N)OC1=O (stereo not drawn)
3 | -9 | CNc1oc(-c2ccc(Cl)cc2)nc1C#N
4 | -17 | CCC(C)NC(=O)C1CN(S(=O)(=O)c2ccccc2)CCN1S(=O)(=O)c1ccccc1 (stereo not drawn)
-10 | 7 | Cc1c(C(=O)N2CCC(C)CC2)sc2ncnc(N(C)c3ccccc3)c12
-3 | 4 | CC1Cc2ccccc2N1C(=O)c1ccnc(C(C)(C)C)c1 (stereo not drawn)
-7 | -3 | COc1ccc(-c2nc3ccncc3[nH]2)cc1OC
43* | 4 | COCCN=C1Sc2nc3c(C)cccc3cc2CN1Cc1ccco1
-2 | 4 | CCCCCCSc1nc(O)c(C2OC(=O)c3c2ccc(OC)c3OC)c(=O)n1-c1ccccc1 (stereo not drawn)
2 | 5 | Cc1ccc(C)c(NC2=NCC(=O)N2C2CCCCC2)c1
-3 | 3 | CN(C)c1oc(COc2ccccc2F)nc1C#N
7 | 5 | COc1ccc(C(C)=O)cc1COC(=O)Cn1cnc2ccccc2c1=O
32 | -19 | COc1ccc(C(=O)NN(C)c2nc(-c3ccccc3)cc(C)c2S(C)(=O)=O)cc1
22 | 4 | CC(Sc1nnc(C(C)N(C)C)n1-c1ccc(Cl)cc1)C(=O)Nc1ccc2c(c1)OCO2 (stereo not drawn)
6 | 7 | COC(=O)c1c(N)sc(C(C)=O)c1C
16 | -6 | CC1CCCN(C(=O)C(C)Sc2nc(-c3ccccc3)cc(C(F)(F)F)n2)C1 (stereo not drawn)
-15 | 8 | COC(=O)C(O)(CC(=O)Nc1ccc(Cl)cc1Cl)C(F)(F)F (stereo not drawn)
18 | -7 | CSc1ccccc1NC(=O)CN(C1CCCCC1)S(C)(=O)=O
-1 | 7 | COc1ccc(N2C(C(C)=O)=NN(c3ccccc3)C2c2cccs2)cc1 (stereo not drawn)
-1 | -6 | CCOC(=O)C(=O)/C(C#N)=C/Nc1ccc(F)cc1
-7 | 8 | COc1ccccc1NS(=O)(=O)c1cccs1
-6 | 6 | CC(C)(C)NC(=O)C(c1ccncc1)N(C(=O)Cn1nnc(-c2cccs2)n1)C1CCCCC1 (stereo not drawn)
0 | 14 | CCc1ccc(CN2CC(C(=O)O)CC2=O)cc1 (stereo not drawn)
-2 | 5 | COc1ccc(NC(=O)c2ccccc2NC(=O)NC2CCCCC2)cc1
7 | 7 | Cc1ccc(CNC(=O)CN2CCN(Cc3ccc(Cl)cc3)C2=O)cc1
0 | 7 | O=C(CCl)Nc1cccn2ncnc12
-3 | 2 | COc1cccc(-n2nc(-c3ccnn3-c3ccc(F)cc3)c(=O)n(C)c2=O)c1
-3 | 4 | COc1ccc(NC(=S)NC(NC(=O)c2cccc(C)c2)C(Cl)(Cl)Cl)c([N+](=O)[O-])c1 (stereo not drawn)
3 | -7 | O=C1NCC(c2ccccc2)C1C(=O)N/N=C\c1ccc(-c2ccc(Cl)c(Cl)c2)o1 (stereo not drawn)
-6 | 7 | COc1ccc(C(=O)Nc2cccc3cccnc23)cc1OC
-14 | -11 | COc1ccc(CCNC(=O)CN(C)S(=O)(=O)c2cccs2)cc1OC

Entries above that contain a CF3 group:
FXIa single inh | FXIIa single | compound
16 | -6 | CC1CCCN(C(=O)C(C)Sc2nc(-c3ccccc3)cc(C(F)(F)F)n2)C1 (stereo not drawn)
-15 | 8 | COC(=O)C(O)(CC(=O)Nc1ccc(Cl)cc1Cl)C(F)(F)F (stereo not drawn)

4 entries already listed, sorted by their value in FXIa single inh, descending:
structure | FXIa single inh | FXIIa single
COc1ccc(-c2nnn(CCC(=O)O)n2)cc1 | 6 | 8
O=C(COC(=O)C1CC2C=CC1C2)NCc1ccco1 (stereo not drawn) | 0 | 6
O=C(O)CCC1COc2ccccc2O1 (stereo not drawn) | -2 | -14
CCOc1ccccc1C(=O)NC(C(=O)OCC(=O)Nc1nnc(-c2ccccc2)o1)C(C)C (stereo not drawn) | -4 | 5

(next part)
FXIa single inh | FXIIa single | compound
-3 | 10 | COc1cccc(CNC(=O)C2CCCN(S(=O)(=O)c3c(C)n[nH]c3C)C2)c1 (stereo not drawn)
30 | -21 | CN(C)CCNc1oc(-c2cccc(Cl)c2)nc1C#N
2 | 6 | O=C(NCCc1ccccc1)c1ccc(OCCOc2ccccc2)cc1
5 | 2 | CCCCn1cnc2c1c(=O)[nH]c(=O)n2CCCC
-9 | 5 | CC(=O)/C(C(=N)N1CCN(c2cccc(Cl)c2)CC1)=C(\C)O
-11 | 9 | Clc1ccc(CSc2nnc(-c3cccnc3)o2)cc1
-9 | 10 | CCN(CC)C(=O)CSc1nnc(CNc2ccc(F)cc2)o1
0 | 5 | COc1ccc(S(=O)(=O)NCc2csc(-c3cccnc3)n2)cc1
-2 | 17 | N#CCCn1cc(/C=N/O)c(-c2ccc(F)cc2)n1
-5 | 5 | O=C(Nc1ccccc1F)C1CCN(C(=O)Cc2ccccc2)CC1
3 | 1 | Cc1nn2c(c1-c1ccc(Cl)cc1)N=C(c1ccco1)CC2c1ccccc1 (stereo not drawn)
4 | 6 | CCCNS(=O)(=O)c1ccc(CCC(=O)N2CCCCC2)cc1
-3 | -5 | O=C(O)CCS(=O)(=O)c1nc(-c2cccs2)cc(C(F)(F)F)n1
-8 | 6 | Cn1c(CN2CCN(CC#N)CC2)c(C#N)c2ccccc21
2 | 3 | CCOC(=O)NC(NCCc1ccccc1)(C(F)(F)F)C(F)(F)F
1 | -5 | O=S(=O)(CCc1nc2ccccc2o1)c1ccc2ccccc2c1
9 | 4 | Cc1cc(C)n(-c2ccc3cccc(NS(C)(=O)=O)c3n2)n1
0 | 1 | O=C(CCCN1C(=O)c2ccccc2C1=O)OC1CSCC1NC(=O)c1ccccc1 (stereo not drawn)
-3 | -5 | CSc1ccccc1NC(=O)c1cc(C)on1
-8 | 9 | COc1ccc(-c2nnc(SCc3ccccc3F)o2)cc1

Records above that bear a hit mark in FXIa single inh.
FXIa single inh | FXIIa single | compound
61* | 9 | O=C(NCc1ccccc1)C1CCCN(S(=O)(=O)c2cccc3nonc23)C1 (stereo not drawn)
43* | 4 | COCCN=C1Sc2nc3c(C)cccc3cc2CN1Cc1ccco1

Next section.
FXIa single inh | FXIIa single | compound
-2 | 7 | Cc1ccccc1OCc1nnc(SCC(=O)N2CCc3ccccc32)n1C
2 | 1 | CN(C)CCNc1oc(COc2ccc(Cl)cc2)nc1C#N
7 | 9 | CCOc1ccccc1OCC(=O)Nc1ccc(S(=O)(=O)Nc2nc(C)cc(C)n2)cc1
6 | 4 | O=P(c1ccccc1)(c1ccccc1)C(O)c1ccco1 (stereo not drawn)
0 | 5 | CCCn1cc(SCC(=O)NCC2CCCO2)c2ccccc21 (stereo not drawn)
-1 | 3 | Cc1cccc(C(=O)Oc2ccccc2C2C[C@]3(C)CC(=O)NC3N2C(=O)c2cccc(C)c2)c1 (stereo partly drawn)
